PAFAH2 inh: PAFAH2 (human) inhibition | 340,000 tested, 0.99% active | AID 492956 | recombinant PAFAH2, FP-rhodamine activity probe, fluorescence polarization | Q99487 | inhibition, % at 3.39 µM;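 active = inhibition above the mean over all tested compounds plus 3 SD, cut at about 30% in these data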;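 note: inhibitors block probe labeling of enzyme so polarization drops; 0% = enzyme with DMSO and 100% = wells lacking PAFAH2 protein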
LYPLA1 inh: blocks human lysophospholipase 1, a PME1 counter-screen | 320,000 tested, 0.16% active | inhibition, % at 5.9 µM | O75608 | recombinant LYPLA1, FP-Rh probe fluorescence polarization | AID 2174;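 active = inhibition above the mean of all tested compounds plus 3 SD, set per campaign, cut at about 14% in these data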;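 note: inhibitors block serine hydrolase probe labeling of LYPLA1 so polarization falls; 0% = enzyme with DMSO and 100% = wells lacking LYPLA1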
PAD4 FP inh: PAD4 (human) enzyme inhibition; Q9UM07; recombinant PAD4, RCA probe fluorescence polarization; 330,000 tested, 0.41% active; inhibition, % at 6.36 µM;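 active = percent inhibition above a cutoff equal to the mean of all tested compounds plus 3 SD, cut at about 15% in these data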;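 note: 0% = PAD4 with RCA probe and DMSO and 100% = probe without PAD4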
Target sequence (Q9UM07 whole entry, looked up): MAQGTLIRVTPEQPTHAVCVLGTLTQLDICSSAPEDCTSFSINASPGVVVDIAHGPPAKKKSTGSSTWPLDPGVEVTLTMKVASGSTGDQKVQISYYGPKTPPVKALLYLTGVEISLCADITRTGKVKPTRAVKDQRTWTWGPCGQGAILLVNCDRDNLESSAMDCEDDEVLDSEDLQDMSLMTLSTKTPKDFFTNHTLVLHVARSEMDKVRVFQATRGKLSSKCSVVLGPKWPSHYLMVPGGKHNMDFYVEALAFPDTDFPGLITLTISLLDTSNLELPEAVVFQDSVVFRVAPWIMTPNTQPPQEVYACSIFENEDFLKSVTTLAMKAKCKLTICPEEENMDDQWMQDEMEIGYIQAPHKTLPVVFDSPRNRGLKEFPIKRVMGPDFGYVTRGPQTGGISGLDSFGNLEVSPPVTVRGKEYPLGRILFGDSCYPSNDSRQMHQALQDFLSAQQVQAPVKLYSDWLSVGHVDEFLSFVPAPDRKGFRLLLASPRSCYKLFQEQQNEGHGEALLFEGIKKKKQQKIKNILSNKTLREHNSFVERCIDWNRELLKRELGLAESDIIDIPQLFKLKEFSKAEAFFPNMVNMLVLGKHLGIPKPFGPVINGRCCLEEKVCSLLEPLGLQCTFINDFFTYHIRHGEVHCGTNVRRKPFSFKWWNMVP
PREPL inh: inhibits the human prolyl oligopeptidase-like enzyme. 320,000 tested, 0.68% active. AID 2751. inhibition, % at 5.96 µM. recombinant PREPL, fluorescence polarization activity-based probe. Q4J6C6; in the data active = inhibition above about 43%;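 note: 0% = enzyme with DMSO and 100% = wells lacking enzyme; many of its hits are not listed in these tables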
GSTO1 counter: blocks human GSTO1 in RBBP9 counter-screen; P78417; AID 1974; 300,000 tested, 1.1% active; inhibition, % at 5.96 µM; recombinant GSTO1, activity-based probe fluorescence polarization;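 active = inhibition above the campaign mean inhibition plus 3 SD, cut at about 35% in these data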;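 note: 0% = GSTO1-1 with DMSO and 100% = wells lacking GSTO1-1 enzyme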
pPAFAH inh: inhibitors of human plasma PAF acetylhydrolase (pPAFAH); 330,000 tested, 1.5% active; recombinant pPAFAH, FP-rhodamine probe fluorescence polarization; inhibition, % at 3.39 µM; Q13093; AID 463082;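 active = inhibition above the mean inhibition across the screen plus 3 SD, cut at about 25% in these data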;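 note: inhibitors block binding of the rhodamine activity-based probe so polarization drops; 0% = enzyme with DMSO and 100% = wells lacking pPAFAH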
LYPLA2 counter: counter-screen for PME1 inhibitors: inhibitors of human LYPLA2 | O95372 | recombinant LYPLA2, FP-Rh probe fluorescence polarization | inhibition, % at 5.9 µM | 320,000 tested, 0.38% active;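 active = inhibition above the screen-wide mean plus 3 SD, limit set per campaign, cut at about 26% in these data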;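 note: 0% = LYPLA2 with DMSO and 100% = wells lacking LYPLA2 enzyme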
Target sequence (O95372 whole entry, looked up): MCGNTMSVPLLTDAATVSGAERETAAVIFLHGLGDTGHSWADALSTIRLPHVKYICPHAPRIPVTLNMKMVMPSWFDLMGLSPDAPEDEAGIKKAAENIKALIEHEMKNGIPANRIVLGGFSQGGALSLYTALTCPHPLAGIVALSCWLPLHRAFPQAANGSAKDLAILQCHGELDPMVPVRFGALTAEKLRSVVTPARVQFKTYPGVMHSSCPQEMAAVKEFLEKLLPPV
PAFAH1B2 FP inh: blocks human PAF acetylhydrolase 1b catalytic subunit 2; recombinant PAFAH1B2, FP-rhodamine activity probe, fluorescence polarization; inhibition, % at 3.39 µM; 340,000 tested, 1.2% active;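 active = inhibition above the mean of all tested compounds plus 3 SD, cut at about 24% in these data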;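 note: 0% = enzyme with DMSO and 100% = wells lacking PAFAH1B2; many of its hits are not listed in these tables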
PAFAH1B3 inh: PAFAH1B3 (human) inhibition | recombinant PAFAH1B3, FP-rhodamine probe, fluorescence polarization | inhibition, % at 3.39 µM | 340,000 tested, 0.28% active;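 active = inhibition above the screen-wide average of all tested compounds plus 3 SD, cut at about 25% in these data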;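 note: 0% = enzyme with DMSO only and 100% = wells lacking PAFAH1B3 protein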
* = called active by the depositor; · = no result given; & = joins results of further samples. Not all compounds are listed. The share of hits here may be higher or lower than overall.

Sequence of screens – PAFAH2 inh	LYPLA1 inh	PAD4 FP inh	PREPL inh	GSTO1 counter	pPAFAH inh	LYPLA2 counter	PAFAH1B2 FP inh	PAFAH1B3 inh
Cc1csc(NC(=O)C2CCCCN2S(=O)(=O)c2ccccc2)n1 (stereo unspecified)
 : -5	1	0	-10	-5	4	1	-1	11
CCn1c(N2CCN(S(=O)(=O)c3ccccc3C(F)(F)F)CC2)nc2ccccc21
 : -8	2	-2	-2	-11	5	3	-5	5
Cc1ccc(C(=O)NC(=S)NCCCN2CCOCC2)cc1
 : 2	1	-6	4	2	9	1	1	0
COc1cc(-n2c(C)nc3cccnc32)c(Cl)cc1C(=O)O
 : -5	-5	1	0	1	10	-2	4	10
CSc1ncc2c(=O)[nH]c(-c3ccccc3)nc2n1
 : -1	2	-2	5	-13	2	0	5	7
CSc1cccc(NC(=S)N2CCC(N(C)C3CCCC3)CC2)c1
 : -27	-2	-10	-6	-2	-8	-9	4	-1
O=C(CCCc1nc(-c2ccc(Cl)cc2)no1)NC1CCCCC1
 : -3	-4	0	9	-1	3	1	6	1
COc1cccc(CN2CC(C(=O)NCc3ncc(C)[nH]3)CCC2=O)c1 (stereo unspecified)
 : -2	-1	-6	0	-3	1	1	-2	-4
O=C(N/N=C/c1ccc(N2CCOCC2)cc1)c1ccncc1
 : -1	1	-4	4	·	1	3	9	12
COc1ccc(Cc2nnc(NC(=O)c3c(-c4ccccc4)noc3C)s2)cc1
 : -1	-1	2	0	-3	-3	1	23	10
CC(=O)N1CCN(c2ccc(NCc3ccccc3)cc2)CC1
 : -4	-2	15	38	18	32*	5	6	0
COc1cccc(NC(=O)Nc2cccc(C)n2)c1
 : 6	-2	0	22	-2	-2	-6	5	6
CCCCNc1c(-c2ccc(-c3ccc(C(C)=O)cc3)c(OC)c2)nc2cnccn12
 : -3	-5	-8	21	-14	21	-2	2	-2
CCN=C1SC(C(=O)Nc2cc(Cl)cc(Cl)c2)CC(=O)N1CC (stereo unspecified)
 : -5	2	-5	1	0	1	13	2	-2
CCN(CC(=O)Nc1ccc(S(=O)(=O)N2CCCCC2)cc1)Cc1ccccc1
 : -2	-3	0	2	2	5	-2	5	-9
Cc1ccc(CCNC(=O)C2CCN(S(=O)(=O)N3CCCCC3)CC2)cc1
 : -10	3	0	5	-2	-4	0	5	1
O=C(Nc1ccccc1)Nc1ccc(Nc2ccccc2)cc1
 : ·	-4	2	11	2	8	3	·	·
COc1cc(OC)c(C2CC(=O)N3CN(c4ccccc4C)CSC3=C2C#N)cc1OC (stereo unspecified)
 : ·	2	-21	17	36*	12	7	·	·
CCN(CC)c1ccc(C(=O)O)cc1
 : 0	2	-5	7	3	2	10	2	7
CC(O)c1nc2ccccc2n1Cc1ccccc1 (stereo unspecified)
 : 6	-1	-4	4	4	2	2	0	11
CC(C)(C)c1ccc(C(=O)OC/C(O)=C(\C#N)c2nc3ccccc3s2)cc1
 : 16	-3	2	10	12	20	0	20	2
Oc1c(C(c2cccs2)N2CCN(c3ccccc3)CC2)ccc2cccnc12 (stereo unspecified)
 : ·	0	-3	5	-10	16	1	·	·
O=C(COC(=O)CCC(=O)c1ccc(F)cc1)Nc1nnc(-c2ccccc2)o1
 : 8	-3	1	-2	1	9	-4	12	13
COCC(C)NC(=O)C(C)N1c2cccc3cccc(c23)S1(=O)=O (stereo unspecified)
 : -1	-3	-4	13	2	1	1	5	7
CC(C)(C)N=C1NN=C(c2ccc(Cl)cc2)CS1
 : 9	3	-1	10	12	5	4	3	16
CN1CCN(c2nc3c(c(=O)[nH]c(=O)n3C)n2Cc2ccc([N+](=O)[O-])cc2)CC1
 : -2	5	-2	-10	-1	10	3	4	12
COc1ccc(S(=O)(=O)N(C)C)cc1NC(=O)COC(=O)CC1CCCC1
 : 2	2	2	-7	7	24	1	0	4
C[C@@H]1CN([C@@H](C)CO)C(=O)c2cccc(NC(=O)C3CCCCC3)c2O[C@@H]1CN(C)Cc1ccc(Cl)c(Cl)c1
 : 2	·	0	26	·	2	·	6	2
Cc1nnc(SCC(=O)Nc2ccc(Oc3ccccc3)cc2)n1N
 : 3	0	-2	10	-1	5	-4	2	-3
CCc1ccc(C2NC(=O)c3ccccc3O2)cc1 (stereo unspecified)
 : 2	1	-2	0	1	1	2	0	3
CCCc1nc(N)c(C#N)c(-c2cccnc2)c1CC
 : -10	-1	0	-5	-3	3	1	4	0
O=S(=O)(NCC(c1ccco1)N1CCN(c2ccc(F)cc2)CC1)c1ccc2c(c1)OCCO2 (stereo unspecified)
 : -6	-3	3	2	7	-1	-1	2	-2
O=C(Nc1ccc(F)cc1)Nc1nnc(-c2ccncc2)s1
 : 3	-5	-4	6	-20	7	-1	2	14
COc1ccc2nc(N3CCCC3)[nH]c2c1
 : 1	-4	0	2	-2	1	-7	2	11
CCN1CCN(S(=O)(=O)c2ccc(Cl)c(C(=O)N(C)C(c3ccccc3)c3ccccc3)c2)CC1
 : 5	0	0	40	5	4	5	1	6
CCOC(=O)CC(=O)CSc1nc2c(sc(=S)n2-c2ccccc2)c(=O)[nH]1
 : 0	1	-9	-11	10	11	7	3	9
COc1cccc(COC(=O)C2CCN(S(=O)(=O)c3cccs3)CC2)c1OC
 : 4	-6	-1	1	5	0	-5	6	3
CCOc1ccc(N(CC(=O)NCc2ccccc2)S(C)(=O)=O)cc1
 : -5	-1	-3	-11	8	2	3	10	6
Cc1cccc(OCC(O)Cn2c(=N)n(CCN3CCCCC3)c3ccccc32)c1 (stereo unspecified)
 : -7	1	1	36	1	-2	2	-1	5
O=C(CC1C(=O)NCCN1C/C=C/c1ccccc1)NCCc1cnccn1 (stereo unspecified)
 : 14	-4	1	8	1	3	-6	-1	9
CC1(OC(=O)CCc2ccccc2)C(=O)C=C2C=C(c3ccc(C#N)cc3)N(C3CCCCC3)C=C2C1=O (stereo unspecified)
 : 10	0	-5	16	45*	15	5	3	8
Cc1nc2ccccn2c1C(=O)N/N=C/c1ccc(F)cc1
 : -8	1	-5	-2	4	-2	-1	7	0
COc1cc(CNCCc2ccccc2)cc(Br)c1OCC(=O)Nc1ccccc1C
 : -10	-3	1	-14	14	2	3	-1	5
Cc1nc(NCCCn2ccnc2)c2ccccc2n1
 : 9	0	-1	9	2	-5	2	1	5
Cc1ccc(NC(=O)CN(C)CC(=O)Nc2ccc(F)c(Cl)c2)cc1
 : 11	2	-1	-10	0	0	4	12	8
O=C(CC(Nc1ccccc1)c1ccccc1)C1CC1 (stereo unspecified)
 : 2	0	-2	-2	9	-1	-1	11	2
CC(=O)n1cc([C@@H]2C=C(C(=O)N3CCN(Cc4ccccc4)CC3)O[C@H](OCc3ccc(CO)cc3)C2)c2ccccc21
 : -2	-5	-1	-107	-7	7	-10	-5	0
CCCC(=O)Nc1c(C)n[nH]c1C
 : -2	-3	0	-8	1	0	-1	1	-2
C[C@H](CO)N1C[C@H](C)[C@@H](CN(C)C(=O)Nc2ccc3c(c2)OCO3)Oc2c(NS(=O)(=O)c3ccccc3)cccc2C1=O
 : 6	·	2	6	·	1	·	2	-1
CC1Sc2ccc(C(=O)O)cc2NC1=O (stereo unspecified)
 : 2	-3	-3	2	-8	1	-4	-2	4
CS(=O)(=O)c1nc(-c2ccccc2)cc(C(F)(F)F)n1
 : -4	-3	-4	8	-43	25*	-9	-2	3
CC(C)CCn1c(=O)c2sccc2n2c(CCCC(=O)N3CCN(c4ccccn4)CC3)nnc12
 : 1	-4	0	9	4	0	5	-1	5
Cc1csc(NC(=O)Cc2ccccc2[N+](=O)[O-])n1
 : -2	-6	-4	6	0	4	-6	6	3
COc1ccc(/C=C2\C(=O)NC(=S)N2C(=O)c2ccc(F)cc2)cc1
 : -16	-3	-10	-4	-61	13	-2	-6	-8
O=C(CSc1nc2[nH]ncc2c(=O)[nH]1)Nc1ccc(Cl)c(Cl)c1
 : 1	-3	-1	-94	-11	-14	-3	6	4
CC(C)OC(=O)CC(=O)CSc1nc2c(cc1C#N)CCCC2
 : 5	1	-3	-3	4	8	1	2	5
Cn1c(=O)c2c(nc(SCC(=O)NCc3ccco3)n2C)n(C)c1=O
 : 7	1	-2	7	-3	3	5	-1	-1
N#C/C(=C\c1ccc[nH]1)C(=O)c1ccccc1
 : -1	0	-7	18	-8	2	-1	5	6
CCN(c1ccccc1)c1cc(C)nc2nc(C)nn12
 : -3	0	-2	1	1	-3	-2	-6	6
CCOc1ccc(C(NC(C)=O)c2ccc(OC)c(OC)c2)cc1 (stereo unspecified)
 : 0	3	4	8	0	-6	-3	0	5

Remaining list, next part
Sequence of screens – PAFAH2 inh	LYPLA1 inh	PAD4 FP inh	PREPL inh	GSTO1 counter	pPAFAH inh	LYPLA2 counter	PAFAH1B2 FP inh	PAFAH1B3 inh
CCN(CC)C(=O)C1CCCN(C(=O)Nc2ccccc2)C1 (stereo unspecified)
 : -1	-3	-2	1	0	-7	-3	1	-3
CCOc1ccc(-n2c(COc3ccc(C)cc3)nnc2SCC(N)=O)cc1
 : -13	0	5	-78	1	-2	7	7	0
COc1ccc(-c2csc(-c3cc4ccccc4oc3=N)n2)cc1
 : -6	-7	0	12	-1	-3	-9	-2	4
COc1ccc(C(=O)/C=C/Nc2cccc(C)n2)cc1OC
 : 1	-9	-3	1	-4	2	0	-1	2
COc1ccccc1N1CCN(C(=O)Cn2nc3n(C)c4ccccc4n3c(=O)c2=O)CC1
 : ·	-2	2	13	13	-5	1	·	·
O=C(COC(=O)C1CC1)Nc1ccc(S(=O)(=O)N2CCOCC2)cc1
 : -9	·	4	3	·	2	·	-1	0
Cc1ccc(NC(=O)COc2ccc(Br)cc2CO)cc1
 : -4	2	-1	5	-4	6	-1	4	3
Cc1cc(C)c2c(n1)sc1c(N3CCN(C)CC3)ncnc12
 : 6	0	1	9	-4	2	0	5	1
CCN1C(=O)[C@H]2[C@H]3CN=C(SCc4ccccc4)N3[C@@](Cc3ccccc3)(C(=O)OC)[C@H]2C1=O
 : -4	·	-2	·	·	-2	·	9	-1
Cc1ccc(CN2CCN(Cc3cn(C)nc3-c3ccccc3)CC2CCO)o1 (stereo unspecified)
 : -5	-4	1	-2	8	3	-2	5	2
CC1CCN(C(=O)CSc2ccc(-c3ccccc3)nn2)CC1
 : 1	0	-4	1	0	-6	-3	2	5
O=C(CCCN1C(=O)[C@H]2CC=CC[C@H]2C1=O)NCc1nc(-c2ccccc2)no1
 : -2	1	7	-2	4	-8	-4	-2	7
C=CCN1C(c2cccc(C(F)(F)F)c2)=CS/C1=C(/C#N)c1nnc(N2CCOCC2)n1-c1ccccc1
 : -4	2	-4	22	-2	19	5	3	9
CCN(CC)c1ncnc2c1sc1nc(C)cc(C)c12
 : 5	1	-1	8	-2	-2	2	4	11
COc1ccc(C(=O)Nc2ccc(S(=O)(=O)N3CCN(C)CC3)cc2)cc1
 : 2	1	-2	4	0	-3	-3	7	4
O=C(NCc1ccco1)c1ccc(C(F)(F)F)cc1
 : ·	0	-4	-1	-7	5	5	·	·
COc1cccc(CNC(=O)C2CC(=O)N(C3CCCCCCC3)C2)c1 (stereo unspecified)
 : 8	-1	-7	4	2	5	-4	3	1
C/C(=N\NC(=O)Cc1c(C)[nH][nH]c1=O)c1ccc2ccccc2c1
 : ·	-8	-1	-1	8	-2	-4	·	·
Cc1cccc(C)c1OCCOCCN1CCN(C)CC1
 : 4&-1	1	-4	-4	-1	5	-4	9&-3	4&4
